DT40 TDP1 CPT = qHTS for Inhibitors of human tyrosyl-DNA phosphodiesterase 1 (TDP1): qHTS in cells in presence of CPT; chicken DT40 Tdp1-/-;hTDP1 cells + 20 nM CPT, ATP luminescence, 48 h; Potency, µM (top dose mostly 46.2 µM), for the others: at the top dose activity change, negative = growth inhibition, hits mostly inhibitors; 420,000 tested, 12% active; AID 686979, 2013; also: nearly all actives have a fitted effect of over 55% in size
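Chicken DT40 Tdp1-/- cells stably complemented with human TDP1 were seeded at 400 cells/well in medium containing 20 nM camptothecin, exposed to pin-transferred compounds, and grown at 37 °C for at least 48 hr. Viability was read as ATP luminescence.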
FEN1 inh = qHTS Assay for the Inhibitors of Human Flap endonuclease 1 (FEN1); 390,000 tested, 0.35% active; Recombinant FEN1 flap cleavage, fluorescence, 15 min; Potency, µM (series often up to 114 µM), for the others: at the highest dose activity change, negative = inhibition, actives largely listed as inhibitors; P39748; also: nearly all actives have a fitted effect of over 65% in size
Target sequence (P39748 whole entry, looked up): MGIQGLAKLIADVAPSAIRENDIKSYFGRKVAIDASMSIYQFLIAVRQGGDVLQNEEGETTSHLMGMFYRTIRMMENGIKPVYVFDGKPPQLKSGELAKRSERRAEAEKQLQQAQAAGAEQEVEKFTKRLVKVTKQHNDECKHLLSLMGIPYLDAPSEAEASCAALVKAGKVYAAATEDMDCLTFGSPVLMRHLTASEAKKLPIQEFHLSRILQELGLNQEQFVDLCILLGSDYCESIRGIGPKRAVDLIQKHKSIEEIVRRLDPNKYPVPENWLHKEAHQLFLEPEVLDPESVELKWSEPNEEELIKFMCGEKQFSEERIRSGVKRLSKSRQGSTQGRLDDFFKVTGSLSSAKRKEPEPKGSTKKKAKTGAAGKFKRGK
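Compounds are tested as a concentration series against 10 nM FEN1; after a 15 min room-temperature preincubation, 50 nM substrate starts cleavage, with plate reads at 0 and 15 min. Normalized responses are fitted by a Hill equation.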
GCN5L2 inh = qHTS Assay for Inhibitors of GCN5L2 | GCN5L2 HAT assay, ThioGlo1 CoA-SH fluorescence | Potency, µM (highest dose often 58.9 µM), for the others: top-dose activity change, negative = inhibition, hits mostly inhibitors | 390,000 tested, 0.21% active | AID 504327, 2011
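Fluorescence readout, Ex340nm/Em540nm: ThioGlo1 (50uM final) reacts with free CoA thiol released as 20nM GCN5L2 acetylates H3(1-25) peptide (75uM) using acetyl-CoA (70uM). Compound and enzyme sat 15 min beforehand; 20 min room-temperature reaction.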
* marks the source's active call; other numbers are inactive results; ? = inconclusive; · = not tested or not shown; & = joins results of further samples; [ ] = dose if it differs, or a comment. Calls follow the shape of the dose curve; as a rule, active = well fitted curve in the direction sought with a large enough effect; inconclusive = small, poorly fitted or top-dose-only effect, or another doubt; inactive = no such curve, though single readings can be large; an effect the other way counts as inactive or inconclusive. % is scaled to controls: 0 for no effect and ±100 for the full control effect; potency is read from the fitted curve at half-maximal effect. Some of the compounds tested (hit frequency here may not be typical).

SMILES	DT40 TDP1 CPT	FEN1 inh	GCN5L2 inh
Cc1ccc(Cl)cc1Nc1nc(-c2sc(NC(=O)c3ccco3)nc2C)cs1	?	12%	-19%
CCc1ccc(CN(C)C(=O)C2CCC(=O)N(Cc3ccccn3)C2)cc1 (stereo unspecified)	-23%	-6%	4%
COCC(C)NC(=O)COc1ccc(Cl)cc1Cl (stereo unspecified)	-24%	-9%	1%
O=C(c1ccc2c(c1)OCCO2)N(Cc1cccnc1)c1nc2c(Cl)cccc2s1	?	-4%	-15%
Nc1cc(Cl)ccc1C(=O)OCC(=O)NCC1CCCO1 (stereo unspecified)	1%	10%	0%
O=C1c2ccc(-c3ccc4c(c3)C(=O)N(CCO)C4=O)cc2C(=O)N1CCO	6%	-1%	-7%
COc1ccccc1C(=O)N(Cc1ccco1)C1CCS(=O)(=O)C1 (stereo unspecified)	-3%	5%	0%
CCOc1ccc2nc(SCC(=O)NCc3ccc(S(N)(=O)=O)cc3)sc2c1	-16%	20%	-9%
O=S(=O)(N1CCOCC1)N1CCCN(S(=O)(=O)N2CCOCC2)CC1	2%	0%	-14%
CCn1cc(C(=O)O)c(=O)c2cc(F)c(N/N=C/c3ccccc3)cc21	?	?	-2%
Cc1c(O)ccc(/C(Cc2ccc3ccccc3n2)=N\N)c1O	7.3µM*	0%	0%
Nc1nc(SCC(=O)N2CCCCC2)[nH]c(=O)c1NC(=O)c1cccs1	17%	0%	-17%
Oc1ccc(-c2cnns2)c(O)c1	4.1µM*	6%	-8%
O=S(=O)(c1cc(Cl)cc(Cl)c1O)N1CCC2(CC1)OCCO2	-5%	-1%	-1%
Cc1ccc(CN2CCNC(=O)C2CC(=O)N(Cc2c(C)nn(C)c2C)C2CC2)o1 (stereo unspecified)	4%	12%	-4%
Cc1ccc(COC(=O)c2cccc(S(=O)(=O)N3CCCCC3)c2)cc1	-3%	-14%	-5%
c1ccc(-n2nnnc2SCc2cn3ccccc3n2)cc1	-18%	2%	-7%
O=C(NCCc1nc2ccccc2[nH]1)c1ccc(F)cc1	-28%	-6%	1%
O=C1[C@H]2[C@H](C=CC[C@H]2C(=O)N2CCN(c3ccccc3)CC2)CCN1Cc1ccc(Cl)c(Cl)c1	16µM*	-2%&-11%	·
Cc1cc(C(=O)NNC(=O)c2ccccc2[N+](=O)[O-])c(C)o1	-6%	-12%	-10%
Cc1cc(C(=O)OCC(=O)NC(C)C)c2ccccc2n1	?	-18%	4%
CCCC1CC(C(=O)NC(C(C)Cl)C2OC(SC)C(O)C(O)C2O)N(C)C1 (stereo unspecified)	-8%	-2%	0%
COc1nccnc1NS(=O)(=O)c1ccc(NC(=S)NC(=O)c2cccnc2)cc1	-13%	8%	-10%
Cc1ccc(C(=O)NCc2ccc(Cl)cc2)cc1S(=O)(=O)N1CCCCC1	?	-3%	-3%
CC(C)C(=O)Nc1ccc(NC(=O)c2ccccn2)cn1	-23%	-2%	-3%
Cc1ccc(C(=O)Nc2cccc(S(=O)(=O)N3CCCC3)c2)o1	-15%	-7%	1%
Cc1cc(C)n(-c2nc3c(c(=O)[nH]c(=O)n3C)n2C)n1	-15%	5%	2%
CC(=O)Oc1oc(-c2ccccc2)nc1C=Nc1ccc(N(C)C)cc1	?	-3%	-18%
CC(NC(=O)Cc1ccc(S(=O)(=O)N2CCCCC2)cc1)c1ccccc1 (stereo unspecified)	3%	-10%	1%
O=C(NCc1ccccc1F)C1CCCN1C(=O)Nc1ccccc1 (stereo unspecified)	1%	5%	1%
CCc1nnc(NC(=O)CCC(=O)NCc2ccc(C)cc2)s1	-10%	15%	?
Cc1nc(C)c(-c2ccc(SCc3ccc([N+](=O)[O-])cc3)nn2)s1	?	-1%	-3%
O=C(O)CC1(O)C(=O)N(Cc2ccccc2)c2ccccc21 (stereo unspecified)	8%	0%	25%
O=C(CCS(=O)(=O)c1ccc(Br)cc1)NCCc1ccccc1	-21%	-3%	-21%
CCOc1ccc(C(C)C)cc1S(=O)(=O)Nc1ccc(Cl)cn1	7%	10%	-8%
COc1ccc(-c2noc(C(C)NC(=O)c3ccco3)n2)cc1OC (stereo unspecified)	-2%	-3%	-1%
Cc1cnc2c(C)ccc(C)c2c1/C=C/c1ccc(N(C)C)cc1	?	0%	·
COc1ccc(CNC2CCCCC2C)c(OC)c1 (stereo unspecified)	-12%	-5%	-7%
Cc1cc(C)c(C(=O)COC(=O)c2cccnc2Cl)c(C)c1	-12%	-18%	1%
CS(=O)(=O)N(CCC#N)Cc1ccc(C=O)o1	4%	-1%	33%[activator]
COc1cccc(-c2nc(NCCN3CCOCC3)c3ccccc3n2)c1O	15µM*	40µM*	?
CC(=O)NC1=NC(=O)CS1	-10%	9%	0%
Cc1ccc(OCCCC(=O)N2CCOCC2)c(C)c1	-21%	10%	2%
Cc1nc(N2CCNCC2)c2c3c(sc2n1)CCCC3	?	5%	-1%
N#CCCN(NC(=O)OCc1ccccc1)C(=O)OCc1ccccc1	-22%	-5%	·
COc1ccc(CCNC(=S)c2ccccc2)cc1OC	21µM*	-16%	-2%
Cc1nnc(NC(=O)CC(C)c2ccccc2)s1 (stereo unspecified)	2%	-4%	-11%
O=S(=O)(c1ccc2c(c1)CCC2)N1CCN(c2nc(-c3ccccc3)nc3ccccc23)CC1	-8%	-4%	·
CN1C(=O)[C@H]2[C@@H](/C=C/c3ccccc3)N3C(=O)CN(Cc4ccc(-c5ccccc5)cc4)C(=O)[C@@]3(Cc3ccccc3)[C@H]2C1=O	?	-2%	-2%
OC[C@H]1O[C@@H](n2cnc3c(NC4CCCCC4)ncnc32)[C@H](O)[C@@H]1O	-5%	·	-10%&10%
Cc1ccc(C)c(Cc2c(C)nc3c(C(=O)N4CCOCC4)cnn3c2C)c1	16µM*	4%	-2%
COc1ccc(C2/C=C\CN(C(=O)C3CC3)CC(=O)N2Cc2ccc(F)cc2)cc1 (stereo unspecified)	-3%	14%&-6%	19%
Cc1ccc(NC(=S)NN(C)c2nc(C)cnc2C)cc1	-9%	0%	0%
COC(=O)CC1COc2ccccc2N1C(=O)c1cc(OC)c(OC)c(OC)c1 (stereo unspecified)	0%	-5%	-1%
CS(=O)(=O)Nc1ccc(C2=NN(C(=O)c3ccco3)C(c3ccc(F)cc3)C2)cc1 (stereo unspecified)	-30%	-17%	-21%
O=C(CN1CCOCC1)Nc1c(C(=O)C2CC2)oc2ccccc12	-12%	16%	-7%
CC1Cn2c(nnc2-c2ccccc2O)S1 (stereo unspecified)	2%	16%	-4%
CCOC(=O)C(CN1CCCC1)c1ccccc1 (stereo unspecified)	0%	-1%	-11%
CSc1nc(=O)c2c(n1C)NC(=O)CC2c1cc(F)cc(F)c1 (stereo unspecified)	-28%	-6%	-6%
COc1ccc(OC)c(C2C(C(=O)Nc3nc4ccccc4s3)=C(C)NC3=C2C(=O)CCC3)c1 (stereo unspecified)	-26%	-16%	?

Rewritten as labelled records: entries from further up.
Cc1ccc(NC(=S)NN(C)c2nc(C)cnc2C)cc1
  DT40 TDP1 CPT: -9%
  FEN1 inh: 0%
  GCN5L2 inh: 0%

COC(=O)CC1COc2ccccc2N1C(=O)c1cc(OC)c(OC)c(OC)c1 (stereo unspecified)
  DT40 TDP1 CPT: 0%
  FEN1 inh: -5%
  GCN5L2 inh: -1%

CS(=O)(=O)Nc1ccc(C2=NN(C(=O)c3ccco3)C(c3ccc(F)cc3)C2)cc1 (stereo unspecified)
  DT40 TDP1 CPT: -30%
  FEN1 inh: -17%
  GCN5L2 inh: -21%

Exported comma-delimited: entries from further up
Molecule,DT40 TDP1 CPT,FEN1 inh,GCN5L2 inh
Cc1nnc(NC(=O)CC(C)c2ccccc2)s1 (stereo unspecified),2%,-4%,-11%
O=C(CN1CCOCC1)Nc1c(C(=O)C2CC2)oc2ccccc12,-12%,16%,-7%
CCOC(=O)C(CN1CCCC1)c1ccccc1 (stereo unspecified),0%,-1%,-11%
COc1ccc(C2/C=C\CN(C(=O)C3CC3)CC(=O)N2Cc2ccc(F)cc2)cc1 (stereo unspecified),-3%,14%&-6%,19%
COc1ccc(CCNC(=S)c2ccccc2)cc1OC,21µM*,-16%,-2%
Cc1ccc(NC(=S)NN(C)c2nc(C)cnc2C)cc1,-9%,0%,0%
CN1C(=O)[C@H]2[C@@H](/C=C/c3ccccc3)N3C(=O)CN(Cc4ccc(-c5ccccc5)cc4)C(=O)[C@@]3(Cc3ccccc3)[C@H]2C1=O,?,-2%,-2%

(cont.)
SMILES	DT40 TDP1 CPT	FEN1 inh	GCN5L2 inh
COc1ccccc1NC(=O)c1nnn(-c2ccc(F)cc2)c1C	-16%	-7%	0%
CC(Sc1nc2ccccc2[nH]1)C(=O)Nc1ccccc1F (stereo unspecified)	-21%	-9%	-8%
O=C(NCc1ccccc1F)c1cccs1	-3%	-1%	-1%
COc1ccc(-n2nc3ccc(NC(=O)c4cccc(OCCC(C)C)c4)cc3n2)cc1	18µM*	10%	-1%
Cc1nnc(SCC(=O)Nc2ccc3c(c2)COC3=O)n1-c1ccccc1	-19%	9%	0%
Cc1cccc(-c2nsc(SCC(=O)NCc3ccc4c(c3)OCO4)n2)c1	-8%	4%	-6%
Cc1ncc(CO)c(C=O)c1O	6%&-17%	·	?
CCc1ccc(OCC(=O)N/N=C/c2cc([N+](=O)[O-])ccc2N2CCOCC2)cc1	?	-2%	-8%
CC(C(=O)Nc1ccc(Cl)cc1)N1C(=O)NC2(CCCC2)C1=O (stereo unspecified)	?	12%	-5%
O=C(Nc1sc2c(c1C(=O)NCCO)CCCC2)c1ccco1	-7%	-8%	-2%
O=C(CNS(=O)(=O)c1ccc(Cl)c(C(F)(F)F)c1)NC1CCCCC1	?	-13%	-4%
Cc1ccc(NC(=O)N2CCC(O)(c3ccc(Cl)cc3)CC2)cc1	-12%	7%	1%
O=C(Cn1nnc2ccccc2c1=O)Nc1ccc2c(c1)CCC2	-21%	-1%	1%
COc1ccc(N2CCN(C(=O)c3ccc(N4C(=O)NC5CC4(C)Oc4ccccc45)cc3)CC2)cc1 (stereo unspecified)	29µM*	-3%	0%
OC1(c2ccc(Cl)c(Cl)c2)C[n+]2ccccc2N1Cc1ccccc1 (stereo unspecified)	13µM*	14%	-2%
O=C(NNS(=O)(=O)c1ccc(F)cc1)c1ccc2c(c1)OCO2	-2%	10%	0%
CCOc1cc(/C=C2\N=C(SC)SC2=O)cc([N+](=O)[O-])c1OC(C)=O	18µM*	50µM*	-18%
CCCC1C(=O)N(c2ccccc2)C1c1ccccc1 (stereo unspecified)	1%	-1%	-13%
NS(=O)(=O)c1ccc(CNc2ncnc3sccc23)cc1	?	7%	-3%
O=C(CCC(=O)N(CC(=O)NC1CCCCC1)c1ccc2c(c1)OCO2)Nc1ccccn1	?	-16%	-1%
Cc1cccc(C(=O)Nc2cccc(C(=O)NC3CCCC3)c2)c1	?	-10%	-27%
Cc1cc(C)cc(N2CC(c3nnc(NC(=O)c4ccco4)s3)CC2=O)c1 (stereo unspecified)	-18%	-1%	-10%
CC(C)Nc1nc2nonc2nc1Nc1ccccc1	2%	-10%	-4%
COc1ccccc1N1CCN(S(=O)(=O)c2cc3c(cc2C)NC(=O)CO3)CC1	11%	-13%	4%
CCOc1ccc2ccccc2c1/C=N/NC(=O)c1cc(C)[nH]n1	-4%	-17%	-7%
CC1CCCN(S(=O)(=O)c2cc(C(=O)NCc3ccco3)ccc2Cl)C1 (stereo unspecified)	?	-21%	-18%
Cc1ccc(C)c(S(=O)(=O)N2CCN(CC(=O)NC(C)c3ccccc3)CC2)c1 (stereo unspecified)	-2%	-8%	-5%
COc1ccc(NC(=O)N2CCN(C(=O)C(Cc3ccc(F)cc3)NC(C)=O)CC2)cc1 (stereo unspecified)	-3%	-4%	35%[activator]
O=C(O)CCCC(=O)N1CC(=O)Nc2ccccc21	0%	-5%	1%
CN1CCN(CCC(=O)N/N=C/c2cc([N+](=O)[O-])ccc2O)CC1	?	7%	-3%
COc1ccccc1Nc1sc(C(=O)c2ccc3c(c2)OCO3)c(N)c1S(=O)(=O)c1ccccc1	·	-5%	-10%
COC(=O)NC(=S)Nc1ccc(Oc2ccc(Cl)cc2)c(Cl)c1	?	0%	0%
O=C(CSc1nc(-c2ccc(F)cc2)cc(C(F)(F)F)n1)NCc1ccco1	?	10%	-1%
CN(C)CCCSc1nc(-c2ccccc2)nc2c1CCC2	?	?	19%
CCOC(=O)/C=C1\SCC(=O)N1CC(=O)NCCOC	10%	12%	-4%
Cc1[nH]c(=S)c(C#N)c(C)c1CC(=O)c1ccc(Br)cc1	-16%	3%	-3%
O=C(Nc1ccc(OCc2ccccc2)cc1)Nc1ccccc1C(=O)NCCCN1CCOCC1	-12%	14%	-9%
O=C(C1CCN(S(=O)(=O)c2ccccc2)CC1)N1CCN(c2ccccc2F)CC1	-25%	-12%	-8%
